M. tuberculosis HTS: M. tuberculosis growth inhibition, HTS (AID 449762); M. tuberculosis H37Rv growth inhibition, 7H9 media; higher % means a stronger effect; inhibition, % at 25 µM; hits with a dose series show IC50 in µM; 0.59% of 330,000 active; in the data active = a potency from the dose series; inconclusive = inhibition above about 70% without an active follow-up result;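 also: bacterial growth assessed after seven days of incubation; strong numbers were not always called active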
tuberculosis growth: growth inhibition of non-replicating M. tuberculosis (AID 488890); 0.39% of 320,000 active; Mycobacterium tuberculosis non-replicating, growth inhibition; higher % means a stronger effect; inhibition, % at 25 µM, or IC50 in µM where a hit was titrated; in the data active = a potency from the dose series; inconclusive = inhibition mostly from about 82% at the one dose, without a potency; inactive = the rest, 99 in 100 with inhibition below about 76%;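 also: plate controls were DMSO cells for no effect and high antibiotic wells for full effect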
PhoP GFP inhibition: PhoP regulon inhibitors, Salmonella typhi PhoP promoter GFP reporter, confirmatory (AID 1850); 0.33% of 310,000 active; Salmonella Typhi PhoP-promoter GFP reporter, fluorescence, 4 h; higher % means a stronger effect; inhibition, % at 50 µM; hits with a dose series show IC50 in µM; in the data active = a potency from the dose series; inconclusive = inhibition mostly from about 25% at the one dose, without a potency; inactive = the rest, 99 in 100 with inhibition below about 19%;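 also: 0% = induced wells with vehicle and 100% = uninduced wells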
inhibitors of VEEV: inhibitors of VEEV TC-83 cytopathic effect, confirmation, Vero cells (AID 588727). 0.13% of 350,000 active. Vero cells, VEEV TC-83 cytopathic effect inhibition; higher % means a stronger effect. inhibition, % at 20 µM; hits with a dose series show IC50 in µM; in the data active = a potency from the dose series; inconclusive = inhibition mostly from about 14% at the one dose, without a potency; inactive = the rest, 99 in 100 with inhibition below about 12%; also: strong numbers were not always called active
H1N1 NS1A inhibition: H1N1 influenza NS1A inhibitors, functional cell based assay (AID 504329) | NS1A functional cell-based assay, percent inhibition; higher % means a stronger effect | 0.3% of 340,000 active | one-dose inhibition, % at 12.5 µM; IC50 in µM for titrated hits; in the data active = a potency from the dose series; inconclusive = inhibition above about 27% without an active follow-up result; also: strong numbers were not always called active
inhibitors of VEEV 10K pilot screen: further read-out of inhibitors of VEEV, marked with its call; inhibition, %; measured here: 10K pilot screen inhibition
The depositor's hits bear a star; i = inactive; ? = inconclusive; · = not tested or not shown; & = joins results of further samples.

Preview:
SMILES | M. tuberculosis HTS | tuberculosis growth | PhoP GFP inhibition | inhibitors of VEEV | H1N1 NS1A inhibition | others
Cc1ccccc1NC(=O)COC(=O)COc1ccc2c(c1)CCC2 | · | · | · | 0.5% | -9%
CN(C)CC/C=C1/c2ccc(F)cc2Sc2ccc(Cl)cc21 | ? | 8.1µM* | -11% | 11% | ·
Nc1cc(S(=O)(=O)O)cc([N+](=O)[O-])c1O | 4% | -18% | -1% | 1.2% | -4%
COc1cc(CNCc2ccc(C)cc2)cc(OC)c1OC | 2% | 1% | 5% | 0.4% | 1%

The whole of this part, from the start:
SMILES | M. tuberculosis HTS | tuberculosis growth | PhoP GFP inhibition | inhibitors of VEEV | H1N1 NS1A inhibition | others
Cc1ccccc1NC(=O)COC(=O)COc1ccc2c(c1)CCC2 | · | · | · | 0.5% | -9%
CN(C)CC/C=C1/c2ccc(F)cc2Sc2ccc(Cl)cc21 | ? | 8.1µM* | -11% | 11% | ·
Nc1cc(S(=O)(=O)O)cc([N+](=O)[O-])c1O | 4% | -18% | -1% | 1.2% | -4%
COc1cc(CNCc2ccc(C)cc2)cc(OC)c1OC | 2% | 1% | 5% | 0.4% | 1%
COc1cc(C2=NOC(C(=O)NCc3ccco3)C2)cc(OC)c1OC (stereo unspecified) | 0% | -12% | -2% | 4.3% | 21%
CN(C)S(=O)(=O)c1ccc(NC(=O)N2CCOCC2)cc1 | -5% | 15% | -3% | 1.8% | 1%
Cc1nn(-c2ccccc2)c2sc(C(=O)N(CC(=O)NC(C)(C)C)Cc3ccco3)cc12 | 2% | 16% | -8%&-7% | 4.4% | -4%
CNc1snc(C)c1C(=O)OC(C)C(=O)Nc1cccc(OC)c1 (stereo unspecified) | -3% | 31% | · | 4.8% | 10%
C[C@@H](C(=O)N1CCNCC1)n1cc(CCCN=C(N)N)nn1 | 1% | -32% | 8% | 0.4% | 1%
CC12CCC(=O)N1C(C(=O)Nc1ccc(Cl)c(S(=O)(=O)N3CCCCC3)c1)CS2 (stereo unspecified) | -2% | -8% | 1% | 8.6% | -11%
CCCCOC(=O)CSc1nnc(N)s1 | -7% | 8% | 4% | 1.9% | 3%
O=C(Nc1ccccc1NC(=O)C1CCCO1)c1ccco1 (stereo unspecified) | -4% | -16% | 2% | 3.7% | -9%
COc1cc(NC(=O)COc2ccc(-n3cnnn3)cc2)c(OC)cc1Cl | 5% | -8% | 0% | 8.3% | -2%
Cc1ccc2nc(N3CCN(C(=O)c4cccs4)CC3)c(C#N)cc2c1 | 5% | 13% | -6% | 0.3% | -3%
S=C(NCc1ccccc1)NCc1ccc(Cl)cc1 | 1% | ? | -5% | 1.5% | -10%
O=C(OCC#CCSc1nnc(-c2cccc3ccccc23)o1)c1ccc2ccccc2c1 | 9% | 62% | · | 0.4% | 2%
CC(=O)Oc1ccc(/C=C2/SC(=S)N(Cc3ccccc3)C2=O)cc1 | 2% | -1% | -2% | 5.8% | -3%
O=C1Cc2cc(S(=O)(=O)Nc3ccc(N4CCOCC4)cc3)ccc2N1 | -3% | 17% | · | i | -5%
O=C(C/C=N\OCc1ccc([N+](=O)[O-])cc1)Nc1ccccc1 | ? | 4.6µM* | 2% | 0.8% | -3%
Cc1nn(Cc2ccc(Cl)cc2)c(C)c1NC(=O)C(c1ccccc1)c1ccccc1 | 0% | 23% | -4% | 6.1% | 1%
N#CCNC(=O)c1nn2c(C(F)(F)F)cc(-c3ccccc3)nc2c1Br | 8% | -3% | 2% | i | -27%
CC(C)(C)CNC(=O)c1cccc2c1C(=O)c1ccc(-c3cc4ccccc4o3)cc1S2(=O)=O | 0% | 23% | · | 1.5% | 14%
Cc1ccc(NC(=O)CCCOc2ccccc2)cc1S(=O)(=O)N1CCOCC1 | 1% | -7% | · | 0.2% | -23%
Cc1ccc(S(=O)(=O)N2CCCN(S(=O)(=O)c3ccc(C)c(C)c3)CC2)cc1C | 9% | 14% | -5% | 2.8% | 27%
CCN1C(=O)S/C(=C\c2ccc(N3CCOCC3)cc2C)C1=O | 1% | 14% | -16% | 5.5% | 11%
COC(=O)CN1C(=O)N/C(=C/c2cc(OC)c(OC)cc2C)C1=O | -8% | 0% | 3% | 0.3% | -9%
Cc1ccc(OC(=O)c2ccc([N+](=O)[O-])cc2Cl)cn1 | -6% | 5% | -4% | i | 1%
O=S(=O)(c1cc(Cl)ccc1Cl)N1CCN(Cc2ccc3c(c2)OCO3)CC1 | -8% | -21% | -5% | 0.5% | 5%
CCCNc1c(NC(=O)c2ccc3c(c2)OCO3)c(=O)oc2ccccc12 | 3% | 4% | 1% | 0.7% | 5%
COc1cc2[nH]c(=O)n(CCC(=O)NC3CCN(Cc4ccccc4)CC3)c(=O)c2cc1OC | · | · | · | 8.3% | 12%
COC(=O)C(CC(C)C)NC(=O)/C=C/c1ccc(Cl)cc1 (stereo unspecified) | ? | ? | -7% | 1.3% | -2%
CCC(C)(C)n1nnnc1C(c1ccccn1)N1CCN(c2cccc(OC)c2)CC1 (stereo unspecified) | 0% | 24% | -4% | 1.2% | -4% | inhibitors of VEEV 10K pilot screen=3.1
CC1(NC(=O)Nc2cccc3ccccc23)CCS(=O)(=O)C1 (stereo unspecified) | 4% | -2% | 10% | i | -3%
CC1CN(C2CCN(S(=O)(=O)c3ccc(F)cc3)CC2)CC(C)O1 (stereo unspecified) | -18% | 3% | -11% | 1.0% | 1%
O=C(N1CCN(Cc2ccccc2)CC1)C(Cl)(Cl)Cl | -1% | -4% | 0% | 0.5% | -4%
FC(F)(F)c1ccc(N=Cc2sc(N3CCOCC3)nc2-c2ccccc2)cc1 | -4% | 72% | -3% | 5.0% | 10%
CCCn1c(=O)c(Cc2ccccc2)c(O)c2ccccc21 | 4% | -5% | 2% | 0.5% | -4%
CC1(C)CC(NC(=O)c2ccc(Cl)cc2Cl)CC(C)(C)N1 | -3% | -2% | -2% | i | -3%
COc1ccccc1CN(C)c1ccc(S(=O)(=O)N2CCN(C)CC2)cn1 | -2% | 10% | · | 2.4% | -13%
CCN1CCN(C(=O)Cn2cnc3sc(C)c(S(=O)(=O)N4CCN(c5ncccn5)CC4)c3c2=O)CC1 | 0% | -8% | 5% | 1.0% | 1%
O=C(O)[C@@H]1CCCN1c1ncnc2sc3c(c12)CCC3 | 1% | 9% | 3% | 0.8% | 1%
COc1ccc(-n2cccc2/C=C/[N+](=O)[O-])cc1 | 69% | ? | 0% | 25% | 13%
Cc1cc(C)cc(N(CC(=O)N/N=C/c2ccncc2)S(=O)(=O)c2ccccc2)c1 | -23% | 13% | -4% | 0.1% | 4%
CCc1ccccc1NCC(=O)Nc1ccccc1C(=O)OC | 6% | 66% | -8% | 1.2% | -3%
Cc1cc(C)c(C)c(S(=O)(=O)N2CCNCC2)c1C | -3% | -6% | 6% | 1.7% | -5%
O=C(O)CSc1nnnn1-c1ccc2c(c1)OCCO2 | -1% | 5% | -5% | 2.2% | -4%
O=C(Nc1cccc(O)c1)C1CC(c2c(F)cccc2Cl)=NO1 (stereo unspecified) | -14% | 0% | -2% | 0.8% | -3%
COc1cccc(Oc2cn[nH]c2-c2ccc(OC)cc2O)c1 | 5% | -8% | -5% | i | 20%
Nc1nc(SCCOc2ccccc2)n[nH]1 | -5% | -10% | 0% | 1.3% | 3% | inhibitors of VEEV 10K pilot screen=0.8
Cc1ccc(N2CCN(S(=O)(=O)N3CCOCC3)CC2)cc1C | -4% | -21% | 8% | i | 3%
CSCCC(NC(=O)c1ccccc1)C(=O)NNC(=O)c1csc(N2CCOCC2)n1 (stereo unspecified) | 4% | -10% | -8% | 2.6% | -1%
S=C(NCCc1ccccn1)Nc1ccc(Cl)cc1Cl | -4% | 8% | 2% | 5.9% | 8%
O=C(COC(=O)C12CC3CC(CC(Cl)(C3)C1)C2)Nc1ccccc1 | -6% | 8% | · | 1.7% | -13%
CCN(C(=O)CCc1nnc2ccc(NCc3ccco3)nn12)c1ccccc1 | 3% | 0% | -5% | 3.1% | -6%
O=C1C2C3CCCC3=C3CCCC3C2C(=O)N1c1ccc(Cl)cc1 (stereo unspecified) | 8% | 15% | -10% | 0.9% | -7%
COc1nnc(-c2ccc(C)cc2)c2ccccc12 | 5% | 68% | -2% | i | -14%
CCOC(=O)c1c(C)[nH]c(C)c1C(=O)Cn1nnc(-c2ccccc2C)n1 | 1% | 16% | 0% | 5.3% | 5%
COc1ccccc1CC1S/C(=N/N=C/c2ccco2)NC1=O (stereo unspecified) | 25% | 11% | 4% | 7.2% | -11%
O=C(COC(=O)c1ccccn1)Nc1c(Cl)cccc1Cl | -2% | · | 2% | 0.2% | -11%
CC(=O)Nc1c(-c2ccc3ccccc3c2)nc2ccccn12 | 8% | -1% | 7% | 0.8% | 4%

Remaining list, next part
SMILES | M. tuberculosis HTS | tuberculosis growth | PhoP GFP inhibition | inhibitors of VEEV | H1N1 NS1A inhibition | others
c1ccc(-c2noc(-c3cccnc3)n2)cc1 | -4% | -1% | -1% | 1.5% | 7%
CC1CCN(C(=O)c2nc[nH]c2C(=O)N2CCc3ccccc3C2)CC1 | -7% | 12% | · | 1.1% | -8%
CN1/C(=C\C(=O)c2cncc(Br)c2)C(C)(C)c2ccccc21 | ? | 54% | -6% | 8.9% | -23%
CCN(CC)C(=O)CCc1nnc(Cc2cccc(C(F)(F)F)c2)o1 | -3% | -17% | 10% | 0.1% | 3%
Cc1cc(=O)oc2cc(OCC3CC(c4ccc(N(C)C)cc4)=NO3)ccc12 (stereo unspecified) | -1% | 0% | -8% | 4.6% | 4%
CSc1nc(-c2ccccc2)ccc1C(N)=O | -7% | -13% | -10% | 2.4% | -8%
COc1ccc(CNCc2ccco2)cc1OCc1ccccc1 | 6% | 29% | 3% | 0.3% | -2%
Cc1ccc2nc(-c3ccccc3)cc(C(=O)NCCCn3ccnc3)c2c1 | 0% | 35% | -3% | 6.6% | 2% | inhibitors of VEEV 10K pilot screen=6.2
CCc1nnc(N/N=C/c2c(Cl)cccc2Cl)n1N | 4% | 14% | 0% | 2.6% | 1%
CCCC(=O)C1=C(c2ccccc2)C(C#N)(C#N)C(C#N)=C1N | -2% | 13% | -12% | 5.3% | 5%
CC(C)C[C@H](NC(=O)C1CC(=O)N(c2ccc3c(c2)OCCO3)C1)C(=O)NC1CCCC1 (stereo partly specified) | 5% | 3% | 3% | 2.3% | -3%
O=C(NN=C1c2ccccc2-c2ccccc21)c1ccccc1Br | ? | ? | 2% | i | -2%
Cn1c(=O)n(C)c2cc(NS(=O)(=O)c3ccccc3)ccc21 | -3% | 9% | -11% | 8.7% | 6%
CCOc1ccc(NC(=S)N2CCC(c3nc4ccccc4[nH]3)CC2)cc1 | 4% | 14% | 8% | 0.9% | -4%
CC1(C)Cc2c(cnn2-c2ccc(F)cc2)C(NC(=O)CCc2ccncc2)C1 (stereo unspecified) | · | · | · | i | -8%
COc1cccc(C2NC(=O)NC(C)=C2C(=O)OCC2CCCO2)c1 (stereo unspecified) | -6% | -5% | -1% | 0.9% | -2%
CN(C)c1ccc2c(c1[N+](=O)[O-])Cc1ccccc1-2 | · | · | · | 1.5% | 27%
CC1CCCCN1Cc1ccc(Cl)nc1 (stereo unspecified) | 3% | -2% | 4% | i | -6%
COCC(C)n1c(C)cc(C(=O)Cn2c(=O)oc3ccccc32)c1C (stereo unspecified) | 5% | 9% | -2% | i | 4%
COc1ccc(S(=O)(=O)NC2CCCCCC2)cc1C(N)=O | -2% | -18% | -6% | 0.6% | -5%
O=C(CSc1nnc(CNC(=O)c2c(F)cccc2F)o1)Nc1ccc2c(c1)OCCO2 | -5% | 29% | -1% | 1.1% | 6%
Cc1nc2c(nnn2Cc2c(Cl)cccc2Cl)c(=O)[nH]1 | 0% | 12% | 2% | i | 4%
Cc1cc(=O)cc(C)n1-c1ccccc1Br | -6% | 3% | -1% | i | -23%
CC(=O)N1CCc2ccc(S(=O)(=O)N3CC(C)OC(C)C3)cc21 (stereo unspecified) | 2% | -13% | -8% | 1.3% | 4%
Cc1nnc(SCCC#N)n(CCC#N)c1=O | 6% | 29% | 1% | 1.8% | 4% | inhibitors of VEEV 10K pilot screen=1.7
CCOc1ccc(/C=C2\CCCc3c2nc2ccccc2c3C(=O)O)cc1OC | -15% | -5% | -5% | 4.1% | 20%

Nothing new here: entries from further up.
SMILES | M. tuberculosis HTS | tuberculosis growth | PhoP GFP inhibition | inhibitors of VEEV | H1N1 NS1A inhibition | others
O=C(CSc1nnc(CNC(=O)c2c(F)cccc2F)o1)Nc1ccc2c(c1)OCCO2 | -5% | 29% | -1% | 1.1% | 6%
Cc1nc2c(nnn2Cc2c(Cl)cccc2Cl)c(=O)[nH]1 | 0% | 12% | 2% | i | 4%
